Source: PubChem (The Scripps Research Institute Molecular Screening Center)
SRC1 TRFRET art – counter-screen for PPARgamma SRC-1 recruitment agonists: TR-FRET artefact. TR-FRET detection artefact counter-screen, emission ratio; hits give high values. TR-FRET ratio at 8 µM. 99,000 tested, 0.34% active. AID 1051; in the data active = TR-FRET ratio above about 2300; note: inactives centre near 1800; reference of the scale not given here
SRC3 TRFRET art – TR-FRET artefact, counter-screen to PPARgamma/SRC-3 agonist assay. PPARgamma/SRC-3 format; hits give high values. AID 1048. TR-FRET ratio at 8 µM. 99,000 tested, 0.39% active; in the data active = TR-FRET ratio above about 2000; note: inactives centre near 1600; reference of the scale not given here
The depositor's hits bear a star. This is a subset. The share of hits here may be higher or lower than overall.

SMILES | SRC1 TRFRET art | SRC3 TRFRET art
OCCC1CN(Cc2cccc3c2OCO3)CCN1C1CCCC1 (centres undefined) | 1679 | 1560
O=C(NC(NC(=S)Nc1c(Cl)cccc1Cl)C(Cl)(Cl)Cl)c1cccc([N+](=O)[O-])c1 (centres undefined) | 1871 | 1470
CCOc1ccc(NC(=S)NCC(c2cccnc2)N2CCOCC2)cc1 (centres undefined) | 1958 | 1586
COc1cc(SC)ccc1C(=O)Nc1nccs1 | 1901 | 1633
COc1ccc(C(=O)C2CCCN(C(=O)c3cc(C)nc(C)n3)C2)cc1OC (centres undefined) | 1891 | 1481
O=C(NCCC1=CCCCC1)c1ccc(Cl)c([N+](=O)[O-])c1 | 2045 | 1708
CCCN1CCC(NC(=O)CCc2nnc(-c3ccccc3)o2)CC1 | 1726 | 1708
CCOc1cc(C2C3=C(CCCC3=O)OC3=C2C(=O)CCC3)cc([N+](=O)[O-])c1O | 1727 | 1591
O=C(O)C1CCCN1C(=O)Nc1ccc(Cl)cc1 (centres undefined) | 2143 | 1717
c1cnc(-c2noc(CN3CCN(C4CCCC4)CC3)n2)cn1 | 1452 | 1415
COCCOC(=O)C1=C(C)NC(=S)NC1c1cccs1 (centres undefined) | 1899 | 1805
CC(Cl)C(=O)Nc1cc(C(C)(C)C)nn1-c1ccccc1 (centres undefined) | 1464 | 1609
CCN1CCN(CCNC(=O)c2ccc(/C=C3/Sc4ccccc4N(Cc4cccc(Cl)c4)C3=O)cc2)CC1 | 1641 | 1626
CCSc1sccc1C1C(C#N)=C(N)N(c2cccnc2)C2=C1C(=O)CC(C)(C)C2 (centres undefined) | 1949 | 1776
CCOc1cc(NS(=O)(=O)c2ccc(OC)cc2)c(OCC)cc1NC(C)=O | 1765 | 1951
CC1CC(C)CN(c2cc(N(C)CCO)c([N+](=O)[O-])c3nonc23)C1 (centres undefined) | 1863 | 1622
Cc1scc(C(=O)NCc2ccco2)c1-c1ccccc1 | 1763 | 1645
COCC(C)NC(=O)Cc1ccc(Cl)cc1 (centres undefined) | 1721 | 1663
CCC(C)NC(=O)CN(c1cc(Cl)ccc1OC)S(C)(=O)=O (centres undefined) | 1830 | 1648
Cn1c(SCC(=O)NCc2ccccc2)nc2c([nH]c3ccccc32)c1=O | 1653 | 1511
OCCC1CN(Cc2cccn2-c2ncccn2)CCN1Cc1ccccc1 (centres undefined) | 1559 | 1611
CCOC(=O)c1c(NC(=O)CSc2nc3cc(Cl)ccc3s2)sc(C(C)=O)c1C | 1894 | 1545
Clc1ccccc1CSc1nncn1NC/C=C/c1ccccc1 | 1690 | 1621
Cc1ccc(NC(=S)N=Nc2c(O)n(C)c3ccc(S(=O)(=O)N4CCOCC4)cc23)cc1C | 1962 | 1540
NC(=O)NC(=O)CC1S/C(=N/N=C/c2ccccc2)NC1=O (centres undefined) | 1874 | 1339
Cc1nnc(NC(=O)c2csc3c2CCC(C)C3)s1 (centres undefined) | 1696 | 1334
O=C(Nc1ccccc1Cl)N(Cc1nc2ccccc2c(=O)[nH]1)Cc1cccs1 | 1740 | 1493
O=C(CC1C(=O)NCCN1CC1CCCCC1)NCc1ccc(Cl)cc1 (centres undefined) | 1738 | 1670
Cc1occc1C(=O)NNC(=S)NCc1ccc(Cl)cc1 | 1574 | 1386
N#C/C(=C/c1ccc(OCc2ccc(C(=O)O)cc2)c(Br)c1)c1cccc(F)c1 | 1809 | 1332
Cc1ccc(NC(=O)Cc2nnc(SCC(=O)Nc3ccccc3)n2C)cc1 | 1564 | 1486
CCC(=O)Nc1cccc(C(=O)/C=C/c2cccs2)c1 | 1885 | 1824
CCOC(=O)Cc1c(C)nc2c(-c3ccc(Cl)cc3)c[nH]n2c1=O | 2001 | 1569
COc1ccc(N(C(=O)Cn2nnc(-c3ccc(Cl)cc3)n2)C(C(=O)NCC2CCCO2)c2ccncc2)cc1 (centres undefined) | 2209 | 1748
Cc1ccc(N(CCC(=O)Nc2nnc(C3CC3)s2)S(=O)(=O)c2ccccc2)cc1 | 1671 | 1519
O=C(O)C1CCC(=O)N1C1CCCC1 (centres undefined) | 1761 | 1471
CCOC(=O)CC1C(=O)NCCN1S(=O)(=O)c1ccc(C)cc1 (centres undefined) | 1814 | 1537
O=C(NC(=S)Nc1ccc(Cc2ccncc2)cc1)c1ccccc1Cl | 2053 | 1606
CCCCn1c(NC(=S)Nc2ccccc2)nc2ccccc21 | 1800 | 1688
CS(=O)(=O)c1ccc(C(=O)N2CCN(Cc3ccccc3)CC2)cc1 | 1784 | 1618
O=C(N/N=C/c1cccc([N+](=O)[O-])c1)c1cccc2cc[nH]c12 | 1669 | 1582
O=C(CC(c1ccccc1)c1ccccc1)N1CCN(c2ccccn2)CC1 | 1936 | 1446
FC(F)(F)c1cccc(NC(=S)NCC(c2cccnc2)N2CCOCC2)c1 (centres undefined) | 1907 | 1599
COc1ccc2nc(C)cc(SCC(=O)N/N=C/c3ccc(O)c(O)c3)c2c1 | 1659 | 1464
O=C(CSc1nnc(-c2ccc(F)cc2)c2ccccc12)Nc1ccccc1 | 2120 | 2080*
CCOc1ccccc1NC(=O)c1cccc(S(=O)(=O)N(Cc2ccccc2)c2ccccc2OC)c1 | 1661 | 1524
CCOC(=O)c1cn(Cc2cccc(Cl)c2)nn1 | 1688 | 1935
CCOC(=O)N/N=C/C(Cl)=C/c1ccccc1 | 1708 | 1497
CNC(=O)c1sc(-c2cccs2)nc1C | 1627 | 1500
CCC(C)c1ccc(NC(=O)c2cnn3c(C(F)F)cc(C)nc23)cc1 (centres undefined) | 1912 | 1490
COC(=O)CC(=O)N1CCN(c2ccc(Cl)c(Cl)c2)CC1 | 1695 | 1569
O=C(CCSc1ccccn1)c1ccccc1 | 1685 | 1454
Cc1nc2ccccc2n1C(=O)c1ccccc1[N+](=O)[O-] | 1875 | 1540
Cc1ccc(S(=O)(=O)N2CCCCC2)cc1NC(=O)CSc1ncn[nH]1 | 1928 | 1377
C/C(=N\N=C1\NC(=O)CS1)c1cccs1 | 1710 | 1410
FC(F)Oc1ccc(-c2csc(=Nc3cccnc3)n2CC2CCCO2)cc1 (centres undefined) | 1828 | 1485
O=C(Nc1ccccc1)c1ccc(COc2ccccc2)cc1 | 1767 | 1515
COc1ccc(OCC(=O)Nc2ccc(S(=O)(=O)Nc3nc(C)cc(C)n3)cc2)cc1 | 1858 | 1702
O=C(OCc1csc(Nc2ccccc2)n1)c1ccc(Cl)cc1 | 1932 | 1764
CC(Sc1nc2ccccc2s1)C(=O)c1c(N)n(C)c(=O)n(C)c1=O (centres undefined) | 1582 | 1493

An excerpt from further up, for reference:
SMILES | SRC1 TRFRET art | SRC3 TRFRET art
O=C(N/N=C/c1cccc([N+](=O)[O-])c1)c1cccc2cc[nH]c12 | 1669 | 1582
O=C(CC(c1ccccc1)c1ccccc1)N1CCN(c2ccccn2)CC1 | 1936 | 1446
FC(F)(F)c1cccc(NC(=S)NCC(c2cccnc2)N2CCOCC2)c1 (centres undefined) | 1907 | 1599
COc1ccc2nc(C)cc(SCC(=O)N/N=C/c3ccc(O)c(O)c3)c2c1 | 1659 | 1464
O=C(CSc1nnc(-c2ccc(F)cc2)c2ccccc12)Nc1ccccc1 | 2120 | 2080*
CCOc1ccccc1NC(=O)c1cccc(S(=O)(=O)N(Cc2ccccc2)c2ccccc2OC)c1 | 1661 | 1524
CCOC(=O)c1cn(Cc2cccc(Cl)c2)nn1 | 1688 | 1935
CCOC(=O)N/N=C/C(Cl)=C/c1ccccc1 | 1708 | 1497
CNC(=O)c1sc(-c2cccs2)nc1C | 1627 | 1500
CCC(C)c1ccc(NC(=O)c2cnn3c(C(F)F)cc(C)nc23)cc1 (centres undefined) | 1912 | 1490
COC(=O)CC(=O)N1CCN(c2ccc(Cl)c(Cl)c2)CC1 | 1695 | 1569
O=C(CCSc1ccccn1)c1ccccc1 | 1685 | 1454
Cc1nc2ccccc2n1C(=O)c1ccccc1[N+](=O)[O-] | 1875 | 1540
Cc1ccc(S(=O)(=O)N2CCCCC2)cc1NC(=O)CSc1ncn[nH]1 | 1928 | 1377
C/C(=N\N=C1\NC(=O)CS1)c1cccs1 | 1710 | 1410
FC(F)Oc1ccc(-c2csc(=Nc3cccnc3)n2CC2CCCO2)cc1 (centres undefined) | 1828 | 1485
O=C(Nc1ccccc1)c1ccc(COc2ccccc2)cc1 | 1767 | 1515
COc1ccc(OCC(=O)Nc2ccc(S(=O)(=O)Nc3nc(C)cc(C)n3)cc2)cc1 | 1858 | 1702
O=C(OCc1csc(Nc2ccccc2)n1)c1ccc(Cl)cc1 | 1932 | 1764

Next results.
SMILES | SRC1 TRFRET art | SRC3 TRFRET art
CCNc1nc(Cl)nc(NNC(=O)C(C)Oc2ccccc2)n1 (centres undefined) | 1853 | 1527
CCc1ccc2oc(C(=O)NCc3ccc(S(N)(=O)=O)cc3)c(C)c2c1 | 1776 | 1585
Oc1ccccc1/C=N/Nc1ccccc1 | 1751 | 1945
CC(C)(C)NC(=O)COC(=O)c1ccc(Cl)c(S(N)(=O)=O)c1 | 1682 | 1442
O=C1C(c2cc(=O)c3ccccc3[nH]2)=C(O)c2ccccc21 | 2035 | 1480
CC(C)CCNC(=O)c1sc2ccc(S(=O)(=O)N3CCCCC3)cc2c1N | 1936 | 1733
C=CCN1C(=O)SC(Cc2cccc(OC)c2O)C1=O (centres undefined) | 1895 | 1351
CCCNC1=C(N(C(C)=O)c2cccc(F)c2)C(=O)c2ccccc2C1=O | 1926 | 1610
O=C(OCc1ccc(Br)cc1)c1ccncc1 | 1678 | 1727
CCOc1cc(C2c3c(-c4ccccc4)n[nH]c3C(=O)N2c2ccc(C(=O)O)cc2)ccc1O (centres undefined) | 1803 | 1755
CC(C)(C)c1ccc(C(=O)OC/C(O)=C(\C#N)c2nc3ccccc3s2)cc1 | 1811 | 1708
Cc1cc(C)cc(NC(=S)NCc2ccc(S(N)(=O)=O)cc2)c1 | 1747 | 1510
CCOc1ccc(CCNC(=O)c2cc3sccc3n2C)cc1OCC | 1838 | 1535
COC(=O)c1ccc(CSc2cc(C)c3ccccc3n2)o1 | 1585 | 1577
Cc1c(C(=O)N/N=C/c2ccccc2)[nH]c2ccc(Cl)cc12 | 1812 | 1451
COc1ccc(NCC(=O)N/N=C/c2cc([N+](=O)[O-])ccc2N2CCCC2)cc1 | 1845 | 1486
CC(C)COC(=O)c1ccccc1N1C(=O)C2C3CCC(C3)C2C1=O (centres undefined) | 1734 | 1568
Cn1c(=O)c2c(ncn2CC(=O)OCC(=O)Nc2ccc(Cl)cc2)n(C)c1=O | 1765 | 1668
CCOc1cc(/C=C2/SC(=S)NC2=O)ccc1OC(=O)c1ccco1 | 1865 | 1315
CC(=O)NC(Cc1ccccc1)C(=O)OCC(=O)c1ccc(Br)cc1 (centres undefined) | 2067 | 1626
O=C(NCc1ccco1)C1CCCN(S(=O)(=O)c2ccc(Br)cc2)C1 (centres undefined) | 1695 | 1450
CC(c1ccccc1)n1c(SCC(=O)N2CC(=O)Nc3ccccc32)nc2ccccc2c1=O (centres undefined) | 1669 | 1472
CC(C)(C)NC(=O)C(c1cccs1)N(Cc1ccc(F)cc1)C(=O)c1csnn1 (centres undefined) | 1974 | 1769
CCN1CCN(c2ncc(C(=O)N3CCCc4ccccc43)c3ccccc23)CC1 | 1711 | 1480
COc1ccc(N2CCN(C(=O)COCC(=O)O)CC2)cc1 | 1950 | 1490
Cc1ccc(SCCC(=O)NCc2ccccn2)cc1 | 2000 | 1874
CCOC(=O)C1=C(CC)Nc2ccccc2N=C1NC(=O)c1ccc(OC)c(S(=O)(=O)N2CCCCC2C)c1 (centres undefined) | 1510 | 1686
O=C(O)CCC(=O)Nc1ccc(C(=O)OCC(=O)c2ccc(Cl)cc2Cl)cc1 | 1680 | 1605
CCNCc1nc2cc(Cl)ccc2c(=O)[nH]1 | 1762 | 1261
C/C(=N\NC(=S)Nc1ccc(F)cc1)c1ccc2c(c1)OCCO2 | 1705 | 1551
O=C(COc1c(Cl)cccc1Cl)NN1C(=O)CSC1=S | 1904 | 1732
COc1ccc(NC(C)C(=O)N/N=C/c2cc(Br)ccc2OC)cc1 (centres undefined) | 1793 | 1521
CCCc1nn(C)c(C(=O)Nc2cccc(Cl)c2)c1Cl | 1769 | 1785
CCC(C)N=C1Sc2nc3ccc(C)cc3cc2CN1CCOC (centres undefined) | 1765 | 1584
C#CCNC(=O)C1=C[C@H](c2cn(C(C)=O)c3ccccc23)C[C@H](OCc2ccc(CO)cc2)O1 | 1700 | 1451
O=C(CCc1ccc(O)c(O)c1)NNC(=S)Nc1ccc(Br)cc1Cl | 1769 | 1878
CC(OC(=O)c1oc2ccccc2c1CSC1CCCCC1)C(=O)NC(N)=O (centres undefined) | 1865 | 1786
CCOc1ccccc1NC(=O)CNC(=O)Cc1ccccc1 | 1743 | 1416
O=C(Cn1ncc(Cl)c(Cl)c1=O)N1CCN(Cc2ccccc2)CC1 | 1518 | 1410
CC(NCC(O)COC1CCC(C(C)(C)C)CC1)c1ccccc1 (centres undefined) | 1818 | 1645
Cc1cccnc1NC(=O)C1c2ccccc2Oc2ccccc21 | 1714 | 1670
O=[N+]([O-])c1ccc(-n2cnc3ccccc32)c([N+](=O)[O-])c1 | 1612 | 1619
CC1Cc2cccc3c(O)c(C(=O)c4nn[nH]n4)c(=O)n1c23 (centres undefined) | 1736 | 1522
Cc1ccc(CSc2ncnc3c2cnn3-c2ccc(C)cc2)cc1 | 1816 | 1709
O=C1CC(c2ccco2)Cc2c1cnn2-c1nc2ccccc2s1 (centres undefined) | 2137 | 1581
Nc1c(Cl)ncnc1NCCO | 1720 | 1519
COc1ccc(-n2c(SCC(=O)C(C)(C)C)nc3ccsc3c2=O)cc1 | 1524 | 1616
Cc1[nH]n2c(=O)c3c(nc2c1-c1ccc(Cl)cc1)CCC3 | 1844 | 1504
O=C(O)CC1COc2ccccc2N1C(=O)c1ccccc1Cl (centres undefined) | 1731 | 1432
